Screening results: PubChem, several laboratories
Granule exo inh = blocks lytic granule exocytosis. inhibition, % at 10 µM. TALL-104 LAMP-1 surface exposure, flow cytometry; cells stimulated with thapsigargin and PMA. hit rate 0.66% among 360,000;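 active = inhibition above about 55%, limit read from the data; inconclusive = no clear call, values can overlap the other calls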
NR2E3 ag-1 = activates human NR2E3 receptor; Q9Y5X4; CHO-S Gal4-NCOR/VP16-NR2E3 two-hybrid, luciferase; inhibition of corepressor binding, % at 3.98 µM; hit rate 0.35% among 360,000; AID 602229;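 active = inhibition above the mean of all tested compounds plus 3 SD, cut at about 70% in these data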;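 also: 0% = DMSO with NR2E3 transfected cells and 100% = cells lacking NR2E3 construct; higher means lower luciferase signal from less NR2E3 corepressor binding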
Target sequence (Q9Y5X4 whole entry, looked up, the tested form may be a part): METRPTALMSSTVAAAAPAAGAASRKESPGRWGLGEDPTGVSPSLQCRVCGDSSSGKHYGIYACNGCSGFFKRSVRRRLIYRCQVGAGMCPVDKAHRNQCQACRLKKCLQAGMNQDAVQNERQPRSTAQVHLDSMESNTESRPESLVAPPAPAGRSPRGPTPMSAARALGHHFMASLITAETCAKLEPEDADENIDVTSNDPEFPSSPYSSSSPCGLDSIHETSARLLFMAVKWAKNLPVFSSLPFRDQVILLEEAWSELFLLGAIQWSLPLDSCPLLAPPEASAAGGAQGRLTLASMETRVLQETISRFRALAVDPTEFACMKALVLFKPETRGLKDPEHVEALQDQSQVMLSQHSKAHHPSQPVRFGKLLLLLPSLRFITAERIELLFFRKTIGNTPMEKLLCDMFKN
Vif inh = inhibitors of HIV Vif; HEK293T cells, Vif self-association by quenched fluorescence, imaging, 24 h; inhibition, % at 7.49 µM; hit rate 0.35% among 340,000; AID 602346; in the data active = inhibition above about 50%, passing the limit was not always enough; inconclusive = no clear call, values can overlap the other calls; inactive = below about 31%; also: some results filed as inactive read as strong as hits
HIF-2a block = blocks HIF-2a reporter activity; 786-0 RCC cells HIF-2a reporter, luciferase luminescence, overnight; inhibition, % at 18.8 µM; hit rate 0.72% among 360,000; AID 624352;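 active = inhibition of the luminescence signal of 40% or more relative to plate controls, in a single-dose primary screen at 18.75 µM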
CaV13 ICDI inh = Primary screen for inhibitors of IQ motif and Ca2+-dependent inactivation inhibitor domain binding in CACNA1D, Förster resonance energy transfer in living cells, …; hit rate 0.098% among 340,000; HEK cells, CFP/YFP FRET ICDI-IQ, plate reader, 10 min; percent FRET-ratio fall versus neutral wells; AID 743397; inhibition, % at 12.3 µM;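 active = mean replicate inhibition of at least 30% and at least 1% of replicates passing that level; inconclusive = only one of the two criteria is met; inactive = neither criterion is met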;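 also: 0% = median of the neutral control wells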
PDI turbidity = PDI (human) enzyme inhibition | inhibition, % at 10 µM | hit rate 0.052% among 350,000 | PDI insulin aggregation turbidity, A650, 90 min | P07237;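 active = mean inhibition across replicates of 30% or more, whatever share of single replicates reach that level; inconclusive = mean inhibition below 30% while every single replicate reaches 30%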;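 also: absorbance from insulin aggregation driven by PDI reduction with DTT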
Target sequence (P07237 whole entry, looked up): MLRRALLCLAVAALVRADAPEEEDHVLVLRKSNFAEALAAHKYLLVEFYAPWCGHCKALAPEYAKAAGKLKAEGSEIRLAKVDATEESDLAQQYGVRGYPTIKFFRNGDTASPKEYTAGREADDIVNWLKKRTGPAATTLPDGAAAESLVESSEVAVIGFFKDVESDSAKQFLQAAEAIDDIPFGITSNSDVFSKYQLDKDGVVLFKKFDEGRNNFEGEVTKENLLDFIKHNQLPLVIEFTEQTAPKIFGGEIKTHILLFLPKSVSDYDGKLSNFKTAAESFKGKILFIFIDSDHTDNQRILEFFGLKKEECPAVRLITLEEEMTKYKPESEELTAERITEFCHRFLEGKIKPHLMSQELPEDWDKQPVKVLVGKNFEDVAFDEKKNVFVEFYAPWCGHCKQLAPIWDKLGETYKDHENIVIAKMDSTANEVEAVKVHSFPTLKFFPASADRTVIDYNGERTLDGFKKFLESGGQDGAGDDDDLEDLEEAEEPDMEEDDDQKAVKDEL
MITF TRPM1 inh = reduces MITF-dependent TRPM1 promoter luciferase signal | inhibition, % at 12.5 µM | hit rate 0.83% among 330,000 | SK-MEL-5 TRPM1 promoter luciferase, 24 h | AID 488899;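 active = mean inhibition across replicates of 60% or more, whatever share of single replicates reaches that level; inconclusive = some that reach 60%, reason not given; inactive = mean inhibition across replicates below 60%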; also: values of inactives mirror those of a sister screen read the other way
Peg3 promoter = inhibitors of Peg3 promoter. HeLa PEG-Prom luciferase reporter, luminescence, overnight. inhibition, % at 20 µM. hit rate 1.7% among 360,000;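 active = inhibition of at least 50% at 20 µM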
hiPSC survival = hiPSC single-cell survival enhancement | survival enhancement, % at 20 µM | ATPlite luminescence; 100% = ROCK inhibitor wells, 0% = DMSO | hit rate 0.044% among 360,000; in the data active = survival enhancement above about 18%;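 also: cells exposed to compounds for 16 hours before the ATP read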
NR2E3 ag-2 = agonists of human nuclear receptor NR2E3; Q9Y5X4; GST-NR2E3/biotin-RetCOR TR-FRET, 1536-well; inhibition of corepressor binding, % at 4.78 µM; hit rate 0.12% among 320,000; AID 2300;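 active = percent inhibition above the cutoff of mean plus 3 SD of all tested compounds, set per screening campaign, cut at about 20% in these data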;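 also: 0% = DMSO wells and 100% = biotin wells as full block of FRET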
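Material: NR2E3–RetCOR corepressor complex / Incubation: Compound–protein incubation for 5 h at 4 °C / Dosing: compound at 4.8 µM, single dose / Detection: time-resolved FRET / Benchmarks: high control biotin, low control 0.6% DMSO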
aDG glyco act = increases alpha dystroglycan glycosylation. Pro5-aDG cells, alpha-DG glycosylation AlphaScreen (IIH6); 0% Pro5, 100% B10-LARGE cell signal. activation, % at 10 µM. hit rate 0.22% among 360,000;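 active = activation of at least 8% versus controls, or a plate z-score of at least 8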;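 also: Pro5 are CHO cells carrying HIG-tagged alpha-DG that lacks glycosylation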
Starred values were filed as active, the others as inactive; ? = inconclusive; nt = no result given; & = joins results of further samples; ! = repeats disagree.

SMILES | Granule exo inh | NR2E3 ag-1 | Vif inh | HIF-2a block | CaV13 ICDI inh | PDI turbidity | MITF TRPM1 inh | Peg3 promoter | hiPSC survival | NR2E3 ag-2 | aDG glyco act
COc1ccc(N(C)S(=O)(=O)c2cccc(C(=O)N3CCN(c4ccccc4)CC3)c2)cc1 | 6 | -13 | 2 | -1 | -6 | -1 | 27 | 16 | 0.3 | nt | 0.0
COC(=O)c1ccccc1NC(=O)CN1C(=O)CSC1=O | -1 | 15 | -4 | 0 | -5 | -1 | 4 | 2 | 8.8 | 1 | -0.1
NC(=O)c1cc(S(=O)(=O)N2CCOCC2)cs1 | 0 | 8 | 8 | 6 | -7 | -6 | -8 | 1 | 0.8 | -2 | -0.3
CCOC(=O)CNc1nc(Cl)nc(Nc2ccc(Cl)cc2)n1 | 0 | 15 | 3 | 5 | 3 | 0 | -15 | -10 | -0.8 | 0 | 0.0
CC(C)n1cc(C(=O)N2CCCC(N3CCN(c4cccc(Cl)c4)CC3)C2)cn1 (stereo not given) | 17 | -41 | -7 | -34 | -2 | -1 | -9 | -13 | -0.4 | nt | 0.3
CC(C)CC(=O)N1CCN(C(=O)c2ccc(F)cc2)CC1 | 10 | -3 | 2 | 17 | -3 | -4 | -11 | 18 | -0.7 | 7 | -0.1
Cc1cc2oc(=O)cc(CN3CCCCC3)c2cc1C | 7 | -10 | -9 | -7 | -3 | 6 | -8 | -1 | 1.0 | 2 | -0.1
CCC1CCCCN1CC(=O)Nc1cc(OC)c(OC)cc1C#N (stereo not given) | -17 | 10 | 7 | 19 | -4 | 2 | -4 | 4 | -1.0 | nt | 0.0
c1ccc(-c2cn3c4c(sc3n2)CCCC4)cc1 | 7&-1 | -121&-101 | -6&-4 | 19&9 | -4&-6 | -8&-7 | -4&44 | 53*! | -2.8&-4.1 | 2 | -0.1&-0.1
CCc1ccc2c(CN3CCc4ccccc43)cc(=O)oc2c1 | 2 | -54 | nt | 3 | nt | -3 | -2 | -10 | -1.2 | -1 | 0.5
CCN(CC)CCCNC(=O)c1c(O)c2c([nH]c1=O)CCCC2 | 0 | 4 | 5 | 11 | -8 | 2 | 2 | -38 | -0.6 | -1 | 0.0
COc1ccc(/C=C(\NC(=O)c2ccc(Cl)cc2)C(=O)NCCCN2CCOCC2)cc1OC | 15 | -5 | 0 | 6 | -5 | -30 | -4 | 2 | -0.5 | 4 | 0.0
CC(C)(O)P(=O)(O)CCc1ccccc1 | 7 | 13 | -27 | 12 | -2 | -3 | -3 | 17 | -0.8 | 2 | -0.1
Cc1cc(C)c(S(=O)(=O)N2C[C@H]3CON(C)[C@H]3C[C@H]2c2ccc(N3CCCCC3)cc2)c(C)c1 | 2 | 20 | 6 | -2 | -8 | nt | nt | 7 | 4.0 | nt | -0.4
CNc1c(NS(=O)(=O)c2ccc(Br)cc2)c(=O)oc2ccccc12 | -9 | -11 | ? | 12 | -3 | 17 | 1 | 13 | -0.1 | 1 | 0.0
CC(C)C(=O)N1CCC(c2nc(-c3ccc(S(=O)(=O)N4CCN(C)CC4)cc3)no2)CC1 | 1 | -11 | -12 | 8 | -5 | -12 | -4 | 15 | -0.8 | 4 | -0.1
Cc1cc(C)n(Cc2ccc(Cl)cc2Cl)c(=O)c1S(=O)(=O)c1ccccc1 | 7 | -40 | 2 | -20 | nt | -3 | 13 | 18 | 0.1 | 2 | 1.4
CCN(CC)c1ccc(SS(=O)(=O)O)cc1 | 0&-1 | -4&-1 | -5 | -7&-3 | 0&-5 | -8&-3 | -3&7 | 4&-8 | 14&-1.2 | 3&-1 | -0.1&-0.1
Cc1cccc(COc2ncnc3nc[nH]c23)c1 | -2 | -16 | -3 | -75 | -16 | 14 | -25 | -94 | -0.6 | 1 | 0.6
COc1cc(/C=C2\CC/C(=C\c3cc(OC)c(OC)c(OC)c3)C2=O)cc(OC)c1OC | 0 | -4 | nt | 20 | -31 | 21 | 21 | -11 | -3.5 | 0 | -0.4
Cc1cc(=O)cc(C)n1-c1ccc(F)cc1F | -4 | -25 | 1 | 8 | -2 | 1 | -6 | 16 | -0.7 | 7 | 0.6
Cc1ccc(CSCC2Nc3ccc(C(=O)N4CCN(c5ccc(F)cc5)CC4)cc3NC2=O)cc1 (stereo not given) | 2 | -4 | -3 | 5 | nt | -4 | 14 | -5 | 4.2 | 2 | 0.0
Cc1ccc(/C=N/n2c(-c3ccco3)n[nH]c2=S)s1 | -1 | -4 | 5 | 11 | -3 | -2 | -3 | 14 | -1.0 | -5 | 0.0
COc1ccc(N2CCN(C3CCCN(S(=O)(=O)c4ccc(C)cc4C)C3)CC2)cc1 (stereo not given) | 5 | 20 | -5 | 7 | -7 | -3 | 15 | 13 | 0.6 | 0 | -0.4
COc1ccc(Br)cc1S(=O)(=O)N(CC(=O)N1CCN(C)CC1)c1ccccc1 | 0 | -6 | -4 | 10 | nt | 3 | 10 | 17 | 0.9 | 3 | 0.3
O=C(CSCc1cnn(-c2ccccc2)c1-n1cccc1)NCCN1CCOCC1 | 1 | 10 | -21 | 15 | -8 | -22 | 9 | 13 | -1.8 | -4 | -0.4
Cc1ccc(NC(=O)c2cc(Cl)nc3ccccc23)cc1 | -7 | -19 | -6 | -11 | -6 | -1 | 9 | 14 | -1.0 | -5 | 0.1
Cc1cc(OCC(=O)O/N=C(\N)c2ccccc2)cc(C)c1Cl | 0 | -21 | -3 | -195 | nt | -2 | -18 | -73 | -1.1 | -4 | -0.1
CCC(C)(C)NC(=O)C(c1cccnc1)N(C(=O)c1csnn1)c1ccccc1 (stereo not given) | 0 | -2 | 6 | 16 | -7 | -6 | -8 | 11 | -0.6 | 0 | -0.2
O=C(NC(=S)Nc1ccc(N2CCOCC2)c(Cl)c1)c1cncc(Br)c1 | -4 | -22 | -4 | -5 | -6 | -7 | -23 | -6 | -3.0 | 2 | -0.1
N#Cc1cn(CCOc2ccccc2F)c2ccccc12 | 6 | -36 | 1 | -118 | -5 | 1 | -10 | -49 | 4.0 | 0 | 0.2
COCCNC(=O)C(c1ccc(C)o1)N(Cc1ccccc1)C(=O)Cn1nnc2ccccc21 (stereo not given) | 0 | 0 | -6 | 4 | -4 | 0 | 28 | 8 | -0.1 | -1 | 0.4
Cc1cc(=O)c2cc(Cl)ccc2[nH]1 | -7 | -13 | -1 | -6 | -10 | 2 | -5 | 11 | -2.5 | 2 | 1.7
COc1ccc(CNc2nc(SCC(=O)NCc3ccco3)nc3ccccc23)cc1 | -5 | 5 | 5 | 21 | -7 | -4 | -1 | 9 | -2.8 | 3 | 0.7
Cc1ccc(C(=O)Nc2ccccc2C(=O)O)cc1S(=O)(=O)NC1CCCCC1 | 6 | -30 | -6 | -8 | nt | 10 | -2 | 8 | -0.4 | 5 | -0.2
O=C(c1cccs1)N(CCN1CCCCC1)CC1CCCN(C2CCCC2)C1 (stereo not given) | 10 | -53 | 5 | -196 | -2 | 7 | -45 | -260 | -0.4 | -5 | -0.3
Cc1ccc(SCCC(=O)OCC(=O)Nc2ccc(C(N)=O)cc2)cc1 | 9 | 5 | -6 | 7 | -6 | 7 | -7 | 0 | -0.5 | 2 | 0.1
COCc1cc(=O)n2[nH]c(SCc3ccccc3)nc2n1 | 2 | 3 | 2 | 19 | nt | -8 | 8 | 15 | -1.9 | 0 | 0.6
CCCC(=O)OCC(=O)Nc1ccccc1C#N | -10 | -16 | 19 | 22 | -2 | 3 | 23 | -4 | -0.5 | 4 | -0.6
COc1ccccc1N1CCN(C(=O)[C@H](C)NS(=O)(=O)c2ccc3c(c2)OCCCO3)CC1 | 11 | -33 | -2 | 6 | -3 | 0 | -8 | 15 | -0.3 | nt | 0.2
COc1cccc(N2CCN(S(=O)(=O)c3ccc(-n4cnnn4)cc3)CC2)c1 | 4 | -14 | -4 | 2 | -3 | 9 | 4 | 9 | 0.3 | 0 | 0.0
Cc1cc(C(=O)OCC(=O)Nc2sc3c(c2C#N)CCC(C)C3)c2ccccc2n1 (stereo not given) | -1 | -6 | 1 | -21 | -6 | -9 | -14 | -14 | 3.2 | 6 | -0.2
COc1ccc(C)c2sc(N(CCCN(C)C)C(=O)c3ccc(S(=O)(=O)N4CCc5ccccc5C4)cc3)nc12 | 42 | 14 | -3 | 85* | -13 | 3 | 96* | 102* | -0.5 | 2 | -0.5
O=C(CCNS(=O)(=O)c1cccs1)Nc1ccccc1F | -2 | -13 | 6 | 2 | -5 | -1 | -13 | -4 | -1.1 | -1 | -0.1
COCCNCCOCCOc1cccc(OC)c1 | 4 | -10 | 1 | 10 | nt | -4 | -8 | 1 | 4.1 | 4 | 4.1
Cn1cnnc1SCC(=O)NC1CCCCC1 | -2 | -38 | -4 | 13 | -2 | 5 | 3 | 1 | -0.7 | 5 | 0.0
Cc1ccc(-n2nc3c(=O)n(CCCC(=O)N4CCCCC4)nc(C)c3c2C)cc1 | 4 | 20 | -4 | 14 | -7 | -10 | 13 | 12 | -0.1 | 2 | 0.5
O=C(c1ccco1)N1CCN(S(=O)(=O)c2ccc(Br)s2)CC1 | -2 | 13 | -3 | 27 | -6 | 3 | -3 | 18 | -0.3 | 3 | 0.0
CCN(C(=O)Cn1cnc2c(nc3n2CCCCC3)c1=O)c1cccc(Cl)c1 | -9 | 3 | -5 | 1 | -2 | 0 | 1 | -11 | -0.5 | 2 | 0.3
CCCCN(CCCC)c1cc(C)nc(-c2ccccc2O)n1 | 0 | -27 | 0 | -11 | -5 | 10 | -2 | -3 | 0.5 | 7 | 0.6
COc1ccccc1N1CCN(S(=O)(=O)c2ccc3c(c2)n(C)c(=O)n3C)CC1 | 0 | -5 | 3 | 11 | 4 | -5 | 4 | 8 | 1.6 | 2 | 0.0
CCOC(=O)C(NC(=O)CC)(Nc1sc(C)c(CC)c1C#N)C(F)(F)F (stereo not given) | 1 | 3 | -3 | 12 | -7 | -2 | 2 | 17 | 0.1 | -2 | 0.1
CCOC(=O)c1c(C)c(C(=O)NCc2ccccn2)c(C)n1C | -4 | 9 | -10 | 4 | -3 | 4 | 4 | 0 | -1.5 | 0 | -0.1
Cc1ccc(C(C)C)c(OCC(=O)NN=C2CCCC(=O)C2)c1 | -4 | -11 | 11 | 6 | -5 | -6 | 8 | -10 | -1.3 | nt | -0.4
Cc1ccc(CNC(=O)C2CCCN(S(=O)(=O)c3cccnc3)C2)cc1 (stereo not given) | 1 | -9 | 3 | 15 | nt | -2 | -10 | 4 | 5.4 | -3 | 0.4
CC(Sc1ccc(S(=O)(=O)N2CCCCCC2)cn1)C(N)=O (stereo not given) | 2 | 24 | -14 | 12 | -6 | -2 | 0 | 2 | -0.7 | nt | -0.1
